Lmaj promast = Leishmania major promastigote growth inhibition. Leishmania major promastigotes, resazurin fluorescence viability. actives 9% (n = 200,000). AID 1063. inhibition, % at 10 µM; in the data active = inhibition above about 50%;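 note: promastigotes grown with compound for 44 hours at 28 °C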
bIAP activator = increases bovine intestinal alkaline phosphatase activity. purified bovine IAP, CDP-star luminescence, 30 min; active compounds read high; fold of DMSO-control signal, blank-subtracted. actives 0.17% (n = 200,000). AID 1016. activation factor at 20 µM;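 active = activation factor of 2 or more at 20 µM, a signal rise over negative controls twice the positive control's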
RAM network inh = inhibitors of the yeast RAM network; S. cerevisiae dse1pr::URA3 reporter, 5-FOA growth OD615, 2 d; analog-sensitive cbk1-as2 kinase mutant strain; inhibition, % at 50 µM; actives 1.8% (n = 190,000);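 active = inhibition above a set limit, 3 SD over mean compound inhibition, cut at about 8.4% in these data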;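 note: 0% = DMSO-only wells with no growth and 100% = 10 µM 1-NA-PP1 full growth; inhibition rescues growth on 5-FOA so higher OD means more RAM inhibition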
bIAP inhibitor = intestinal alkaline phosphatase (bovine) inhibition | purified bovine IAP, CDP-star luminescence, 30 min | inhibition, % at 20 µM | AID 1019 | 190,000 tested, under 10 active;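 active = over 50% inhibition of intestinal alkaline phosphatase at 20 µM in the single-dose screen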
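Incubation: 30 min reaction at room temperature / Material: purified bovine intestinal alkaline phosphatase (IAP) enzyme / Input: enzyme at 1/65,000,000 dilution / Dosing: 20 µM single dose / Signal: CDP-star luminescence signal / Reagent: CDP-star chemiluminescent phosphatase substrate, 30 µM final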
FLuc inhib CS = counter-screen for luciferase assay inhibitors: firefly luciferase inhibition. P08659. ATPLite firefly luciferase biochemical luminescence, 10 min. inhibition, % at 10 µM. actives 1.5% (n = 200,000). AID 1006;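 active = inhibition above about 50% when tested at 10 µM, limit read from the data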
Target sequence (P08659 whole entry, looked up): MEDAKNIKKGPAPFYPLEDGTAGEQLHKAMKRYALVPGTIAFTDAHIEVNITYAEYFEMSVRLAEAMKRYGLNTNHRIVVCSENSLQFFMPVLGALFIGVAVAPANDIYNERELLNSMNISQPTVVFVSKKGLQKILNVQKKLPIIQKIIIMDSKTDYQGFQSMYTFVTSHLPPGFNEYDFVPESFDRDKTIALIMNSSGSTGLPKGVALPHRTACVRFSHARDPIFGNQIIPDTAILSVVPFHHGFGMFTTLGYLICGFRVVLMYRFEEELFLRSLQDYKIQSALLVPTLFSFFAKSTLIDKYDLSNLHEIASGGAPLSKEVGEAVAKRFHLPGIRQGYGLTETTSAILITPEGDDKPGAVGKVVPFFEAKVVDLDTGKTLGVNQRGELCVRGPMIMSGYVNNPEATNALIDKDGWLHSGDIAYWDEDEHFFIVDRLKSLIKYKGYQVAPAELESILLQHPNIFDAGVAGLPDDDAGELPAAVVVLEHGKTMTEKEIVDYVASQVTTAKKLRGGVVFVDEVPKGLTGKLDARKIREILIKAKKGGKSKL
TNAP inh hi DEA = blocks human TNAP under high phosphate acceptor concentration; actives 0.03% (n = 200,000); inhibition, % at 20 µM; AID 1135; purified TNAP, CDP-star luminescence, 1 M DEA; P05186;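 active = over 50% inhibition of tissue-nonspecific alkaline phosphatase at 20 µM in the single-dose screen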;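 note: plate controls were DMSO wells for no effect and EDTA-quenched wells as full inhibition for full effect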
Target sequence (P05186 whole entry, looked up): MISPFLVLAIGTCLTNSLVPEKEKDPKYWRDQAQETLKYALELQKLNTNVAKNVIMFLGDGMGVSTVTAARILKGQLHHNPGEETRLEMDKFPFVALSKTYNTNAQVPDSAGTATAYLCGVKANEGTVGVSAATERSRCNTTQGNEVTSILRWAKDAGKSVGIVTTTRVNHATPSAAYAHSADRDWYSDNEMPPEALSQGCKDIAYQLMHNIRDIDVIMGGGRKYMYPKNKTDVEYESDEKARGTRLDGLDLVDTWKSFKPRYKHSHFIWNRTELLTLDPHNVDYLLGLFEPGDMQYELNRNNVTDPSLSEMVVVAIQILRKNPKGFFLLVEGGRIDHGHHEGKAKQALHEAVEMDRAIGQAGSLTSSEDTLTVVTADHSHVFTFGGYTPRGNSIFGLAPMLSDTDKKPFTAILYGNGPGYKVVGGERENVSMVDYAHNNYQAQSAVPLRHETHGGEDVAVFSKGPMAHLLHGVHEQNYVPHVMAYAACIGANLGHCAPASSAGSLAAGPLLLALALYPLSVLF
TNAP inh no acc = inhibitors of human TNAP without phosphate acceptor. inhibition, % at 20 µM. purified TNAP, CDP-star luminescence, 30 min. actives 0.26% (n = 200,000);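 active = tissue-nonspecific alkaline phosphatase inhibition above about 50% at 20 µM in the single-dose screen, limit read from the data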;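 note: 0% = DMSO negative control and 100% = EDTA positive control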
APP transl inh = APP translation inhibition; SH-SY5Y APP 5'UTR-luciferase reporter, luminescence; inhibition, % at 2 µM; actives 0.82% (n = 190,000); AID 1285;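 active = inhibition above a set limit, derived from the sample mean plus 3 SD, cut at about 45% in these data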; note: values of inactives mirror those of a sister screen read the other way
TNAP act hiacc = activators of human TNAP at high phosphate acceptor concentration; P05186; purified TNAP, CDP-star luminescence, 1 M DEA, 30 min; active compounds read high; 0 = EDTA background, 1 = DMSO-only activity; activation factor at 20 µM; 200,000 tested, under 10 active;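 active = activation factor at least 2 at 20 µM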
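system = human TNAP | amount = enzyme diluted 1/800 final | reagent = 100 µM CDP-star substrate | signal = luminescent substrate turnover signal | dosing = one dose, 20 µM | benchmarks = EDTA negative control, DMSO positive control | measure = activation factor | timing = 30 min reaction, room temperature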
FLuc act counter = firefly luciferase counter-screen for stimulation assays; P08659; ATPlite luciferase biochemical, luminescence, 10 min; 0 = ATP-free wells, 1 = DMSO control; activation factor at 10 µM; 200,000 tested, under 10 active;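 active = luciferase activation factor, scaled between plate controls, of at least 2 with compound at 10 µM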
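Assay system: Luciferase/luciferin detection reagent, cell-free biochemical luciferase assay / Read-out: luciferase activation / Benchmarks: No-ATP low control, compound-free enzyme-plus-ATP high control / Medium: PBS buffer for ATP / Detection: luminescence measurement of luciferase light output / Schedule: 10 min at ambient temperature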
* hit, by the source's call; . = not tested or not shown.

SMILES | Lmaj promast | bIAP activator | RAM network inh | bIAP inhibitor | FLuc inhib CS | TNAP inh hi DEA | TNAP inh no acc | APP transl inh | TNAP act hiacc | FLuc act counter
Cc1ccc(-c2csc(NNC(=O)c3ccccc3)n2)cc1 | 16.8 | 0.9 | 4.9 | 11.5 | -1.8 | -1.3 | -29.9 | -3.5 | 1 | 1
CC(C)CNC(=O)Nc1ccc(F)c(Cl)c1 | 33.6 | 1 | 0.2 | -4.0 | 0.0 | 1.2 | -4.3 | -9.2 | 1 | 1
COc1ccccc1C(=O)C1CCCN(Cc2cccc3nccnc23)C1 (stereo not given) | 1.2 | 0.9 | 1.2 | 8.8 | -5.7 | -6.0 | -10.9 | 16.6 | 1.1 | 1.1
Cc1ccc(CN2CCN(/N=C/c3ccc(Cl)c([N+](=O)[O-])c3)CC2)cc1 | 94.8* | 0.8 | 0.2 | 22.6 | -2.9 | 3.8 | 1.4 | 11.8 | 1 | 1
O=c1cc(CSc2nnc(-c3cccs3)n2Cc2ccccc2)nc2sc3ccccc3n12 | 1.3 | 1 | 8.6* | 4.2 | -3.9 | -5.4 | -6.5 | 5.2 | 1.1 | 1
O=C(/C=C/c1ccccc1)NC(=S)NNC(=O)c1cccnc1 | 55.5* | 1.2 | 0.7 | -18.0 | -0.1 | -3.3 | -1.6 | 5.3 | 1 | 1
CN1CCN(c2ccc(S(=O)(=O)N3CCCCC3)cc2NC(=O)Cc2ccccc2F)CC1 | 67.6* | 0.9 | 1.3 | 8.4 | -5.7 | 1.5 | -9.3 | -21.9 | 1 | 1.1
Cc1ccc(NC(=O)CSc2nnc(C)n2CC2CCCO2)cc1 (stereo not given) | -5.4 | 1 | 2.2 | 1.8 | -3.4 | -4.6 | -16.8 | -17.2 | 1 | 1
O=C(N/C(=C\c1ccccc1)C(=O)N1CCN(CCO)CC1)c1ccccc1 | 2.3 | 0.9 | 0.5 | 9.5 | -3.4 | -2.2 | -6.5 | -15.9 | 1 | 1
O=C1c2cccc3cccc(c23)C(=O)N1CCN1CCN(C(=S)Nc2ccc(F)cc2)CC1 | 59.4* | 1 | 1.8 | 4.8 | -11.1 | -4.4 | -5.3 | 14.3 | 1 | 1.1
COc1cc2c(cc1OC)C(=S)NC(C)(C)C2 | 27.7 | 0.9 | -0.5 | 7.4 | -1.0 | 1.1 | -4.9 | -7.4 | 1 | 1
CCOC(=O)C1=C(c2ccccc2)N=c2s/c(=C\c3ccc(O)cc3)c(=O)n2C1c1cccs1 (stereo not given) | 35.0 | 0.6 | 6.5 | 41.5 | -7.7 | 38.8 | 28.5 | -3.3 | 0.6 | 1.1
Cn1c(=O)c2c(nc(NCCCO)n2Cc2cccc(Br)c2)n(C)c1=O | 3.9 | 1 | -0.5 | 3.4 | -7.7 | 3.1 | -8.2 | -19.9 | 1 | 1.1
CC1CCN(C(=O)c2scc3c2OCCO3)CC1 | -4.2 | 1 | 1.3 | 4.4 | -2.2 | -1.9 | -8.0 | -17.7 | 1 | 1
Cc1c(OCc2ccccc2)c(=O)ccn1Cc1ccc(F)cc1 | 6.8 | 1.1 | 1.0 | -15.0 | -3.8 | -7.1 | -6.4 | 1.3 | 1.1 | 1
Cc1cccc2nc(CSc3nc4cc([N+](=O)[O-])ccc4s3)cn12 | -1.8 | 1 | -0.7 | -3.0 | -5.2 | 1.8 | -7.7 | 15.9 | 1 | 1.1
Cc1ccc(-n2ncc3c2ncn2c(C)nnc32)cc1C | 2.2 | 0.9 | 0.5 | 8.0 | 14.0 | -0.2 | 83.5* | -24.8 | 1 | 0.9
Cc1ccc(-c2cn3c(=S)[nH]nc3s2)cc1 | -6.3 | 0.9 | 1.5 | 12.0 | 31.4 | -3.3 | 21.5 | -12.1 | 1 | 0.7
COc1ccccc1C1C(C(=O)c2sc(C)nc2C)=C(O)C(=O)N1CCN1CCOCC1 (stereo not given) | -7.1 | 1 | 1.1 | 1.6 | -7.9 | -8.9 | -17.5 | 3.8 | 1.1 | 1.1
CCN1CCC[C@H]1CNC(=O)c1cc(S(N)(=O)=O)ccc1OC | . | 1.1 | . | -8.7 | -5.4 | -1.8 | -4.4 | . | 1 | 1.1
COc1ccc(C(=O)COC(=O)c2ccc(OC)c(OC)c2)cc1OC | -2.1 | 1 | 5.4 | 4.7 | -7.8 | 0.1 | -12.5 | 3.5 | 1 | 1.1
CCOc1cccc2sc(N(CCN(CC)CC)C(=O)c3ccc(S(=O)(=O)N4CCCCC4)cc3)nc12 | -1.4 | 0.8 | -0.1 | 17.4 | 2.7 | 0.0 | -4.7 | -8.8 | 1 | 1
O=c1cc(CN2CCN(S(=O)(=O)c3ccc4ccccc4c3)CC2)nc2sccn12 | 49.5 | 0.9 | 3.1 | 8.6 | -7.1 | -5.4 | -15.0 | -1.1 | 1.1 | 1.1
CCC1CO/C(=C(\C(=C(Cl)Cl)N2CCOCC2)[N+](=O)[O-])N1 (stereo not given) | -6.3 | 1 | 1.0 | 0.3 | -3.8 | -3.3 | -8.8 | 8.2 | 1 | 1
C=CCNC(=S)NNC(=O)c1ccc(C)c(Cl)c1 | 3.0 | 1 | -0.6 | -0.3 | 3.1 | 2.4 | -155.5 | -6.0 | 1 | 1
O=C(CCn1c(=O)sc2ccccc21)NCc1ccccc1 | -2.9 | 1.1 | 0.1 | -6.4 | -3.2 | -3.7 | -11.1 | -0.3 | 1 | 1
O=C(Nc1ccc(Cl)cc1)N1CCOC12CCC1(CC2)OCCO1 | -6.5 | 1.1 | 1.7 | -6.8 | 17.9 | -2.7 | -7.0 | 3.7 | 1 | 0.8
O=C(O)c1ccccc1CSc1nc2ccccc2o1 | -4.7 | 1 | 3.2 | 4.5 | 2.2 | -1.4 | -6.0 | -29.4 | 1 | 1
OC1CCCN(C(=S)Nc2ccc(SC(F)F)cc2)C1 (stereo not given) | -4.5 | 1 | -0.4 | 4.7 | 30.1 | 1.1 | -2.0 | 6.9 | 1 | 0.7
CNC(=O)c1cc2cc(OC)ccc2n1CCN(C)C | -0.9 | 1 | 3.0 | -4.7 | -5.3 | 1.8 | -10.8 | -4.0 | 1 | 1.1
O=C(Cc1ccccc1)NS(=O)(=O)c1ccc(N=NN2CCOCC2)cc1 | -6.1 | 1.2 | 0.8 | -15.9 | -2.8 | 1.7 | -3.5 | -17.7 | 1 | 1
Cc1[nH]nc2c1C1(C(=O)Nc3ccc([N+](=O)[O-])cc31)C(C#N)=C(N)O2 (stereo not given) | -0.3 | 0.9 | -0.1 | 6.3 | -1.0 | 0.3 | 2.0 | 10.3 | 1 | 1
Cc1scc(C(=O)N/N=C/c2ccc(Cl)s2)c1C | -9.1 | 0.9 | 0.4 | 9.7 | 39.6 | -4.8 | -10.2 | -128.1 | 1 | 0.6
CCCC(=O)OCC(=O)Nc1ccccc1C#N | 3.1 | 1 | 2.1 | 0.0 | -7.1 | -1.5 | -4.3 | -32.2 | 1 | 1.1
O=C(c1ccc([N+](=O)[O-])o1)N1CCOCC1 | 47.4 | 1.1 | 1.4 | -5.9 | -1.8 | -1.7 | -7.9 | -9.0 | 1 | 1
O=c1cc(-c2ccccc2)[nH]c2nc3ccccc3n12 | 45.2 | 1.1 | 2.3 | -5.2 | 84.1* | -1.0 | 32.5 | -116.4 | 1 | 0.2
CCOCCCn1c(C)nc2c(c1=O)c1nc3ccccc3nc1n2CCC1=CCCCC1 | 38.4 | 0.9 | 0.7 | 6.2 | -6.3 | -7.4 | -10.6 | 3.4 | 1.1 | 1.1
CCC1CSC(Nc2ccc(C(=O)/C=C/c3cccc(C)c3)cc2)=N1 (stereo not given) | 13.8 | 0.9 | -0.9 | 7.6 | -4.5 | 2.6 | -15.3 | 5.0 | 1 | 1
COc1ccc(CCNC(=O)CSC(=O)c2ccccc2)cc1OC | -8.3 | 0.8 | 0.1 | 20.2 | -7.8 | 0.1 | -21.9 | -6.0 | 1 | 1.1
Cc1ccc(NC(=O)CS(=O)CC(=O)NCCCc2ccccc2)cc1Cl (stereo not given) | -2.7 | 0.9 | 3.6 | 8.8 | -4.1 | 3.1 | 0.1 | -16.1 | 1 | 1
N#CC1=C(N)NC(SCC(=O)O)=C(C#N)C12CCCC2 | -6.4 | 1.1 | 0.5 | -15.0 | -1.3 | -2.9 | -10.3 | 4.6 | 1 | 1
COc1cccc(NC(=O)CSC2=C(C#N)C(c3ccco3)C3=C(CCCC3=O)N2)c1 (stereo not given) | 3.7 | 1 | 0.5 | 1.9 | 1.4 | 5.9 | -1.7 | 7.5 | 0.9 | 1
O=C(NCCc1ccc(Cl)cc1)C1CCC(=O)N1Cc1ccccc1Cl (stereo not given) | -3.7 | 1.1 | 1.6 | -8.7 | -0.8 | -0.5 | -5.0 | -8.2 | 1 | 1
O=C1CCCC/C1=C/NCc1ccc(F)cc1 | -2.4 | 1 | -0.4 | -1.3 | -5.3 | -0.7 | -1.7 | -10.1 | 1 | 1.1
Clc1cccc(-c2ccc(/C=N/n3cnnc3)o2)c1 | 30.4 | 0.9 | -1.4 | 12.9 | -2.9 | -6.3 | 4.2 | 6.0 | 1.1 | 1

Single records, as listed above:
O=C(NCCc1ccc(Cl)cc1)C1CCC(=O)N1Cc1ccccc1Cl (stereo not given) is listed with Lmaj promast = -3.7; bIAP activator = 1.1; RAM network inh = 1.6; bIAP inhibitor = -8.7; FLuc inhib CS = -0.8; TNAP inh hi DEA = -0.5; TNAP inh no acc = -5.0; APP transl inh = -8.2; TNAP act hiacc = 1; FLuc act counter = 1
O=C(c1ccc([N+](=O)[O-])o1)N1CCOCC1 is listed with Lmaj promast = 47.4; bIAP activator = 1.1; RAM network inh = 1.4; bIAP inhibitor = -5.9; FLuc inhib CS = -1.8; TNAP inh hi DEA = -1.7; TNAP inh no acc = -7.9; APP transl inh = -9.0; TNAP act hiacc = 1; FLuc act counter = 1

(list continues)
SMILES | Lmaj promast | bIAP activator | RAM network inh | bIAP inhibitor | FLuc inhib CS | TNAP inh hi DEA | TNAP inh no acc | APP transl inh | TNAP act hiacc | FLuc act counter
Cc1ccc(-n2c(O)c(/C=N/NC(=O)C3COc4ccccc4O3)c3ccccc3c2=O)cc1 (stereo not given) | 12.6 | 0.9 | 4.5 | 6.0 | -7.8 | -5.7 | 4.9 | 10.2 | 1.1 | 1.1
CCc1ccc(C(=O)COC(=O)c2cncc(Br)c2)cc1 | -7.0 | 1.1 | 2.2 | -7.7 | -0.2 | -2.3 | -4.1 | 21.9 | 1 | 1
Cc1ccc(-c2nc(-c3ccccc3)no2)cc1 | -5.3 | 0.9 | 4.5 | 9.7 | 78.3* | -1.7 | -12.4 | -132.3 | 1 | 0.2
CCCN(CCC)CC(O)CN(c1ccccc1)S(=O)(=O)c1ccc(C)cc1 (stereo not given) | 97.1* | 1 | 0.3 | -4.2 | -5.0 | 1.1 | -12.9 | -1.4 | 1 | 1.1
Cn1nnnc1SCCNCc1ccc(Cl)cc1 | -0.2 | 0.8 | 0.4 | 18.2 | -6.3 | -2.4 | -8.3 | 5.7 | 1 | 1.1
CN(C)c1ccc2c(=O)[nH][nH]c(=O)c2c1 | -5.2 | 1 | 3.0 | -4.1 | -1.8 | -3.9 | -14.3 | -13.4 | 1 | 1
CCCSc1ncnc2c1oc1ccccc12 | -1.9 | 1 | 0.0 | 1.8 | 3.7 | -2.1 | -11.5 | 3.5 | 1 | 1

Bioassay records as filed in PubChem BioAssay.
